SRC3 TRFRET art – flags TR-FRET format artefacts in PPARgamma SRC-3 recruitment agonist screen; TR-FRET artefact counter-screen, PPARgamma/SRC-3 format; stronger effect = higher value; actives 0.39% (n = 99,000); TR-FRET ratio at 8 µM; in the data active = TR-FRET ratio above about 2000; note: inactives centre near 1600; reference of the scale not given here
SRC1 TRFRET art – counter-screen for PPARgamma SRC-1 recruitment agonists: TR-FRET artefact; TR-FRET detection artefact counter-screen, emission ratio; stronger effect = higher value; TR-FRET ratio at 8 µM; actives 0.34% (n = 99,000); in the data active = TR-FRET ratio above about 2300; note: inactives centre near 1800; reference of the scale not given here
* hit, by the source's call. The list is partial. The share of hits here may be higher or lower than overall.

The line under a structure holds: SRC3 TRFRET art	SRC1 TRFRET art
CC(C)(C)C(=O)N1CCC(O)(CS(=O)(=O)Cc2ccccc2)CC1
    1624	1622
CCCc1n(CC(O)COC2CCCCC2)c2ccccc2[n+]1C (stereo not drawn)
    1644	1779
COCCn1c(=NC(=O)C(C)(C)C)sc2cc([N+](=O)[O-])ccc21
    1310	1839
Cc1ccc(NC(=O)CNS(=O)(=O)c2ccc(F)cc2)cc1C
    1729	1845
Cc1cc(-c2n[nH]c(=S)n2/N=C/c2ccc(C)s2)n[nH]1
    1662	1682
Cc1c(Cc2ccccc2)sc(/N=C/c2c(O)ccc3ccccc23)c1C(N)=O
    1598	1936
CC(=O)Oc1ccc(-c2cccc(C(=O)N(C)c3ccc(O)cc3)c2)cc1
    1552	1773
CC(Oc1ccccc1)C(=O)N/N=C/c1ccccn1 (stereo not drawn)
    1369	1538
COCCOc1ccc(C(F)(F)F)cc1Nc1nc2ccccc2o1
    1725	1843
CCC(CC)C(=O)Nc1ccc([N+](=O)[O-])cn1
    1621	1750
CCOC(=O)N1CCN(C(=O)COc2cccc3c2CCN(CC)C3=O)CC1
    1531	1799
COc1cccc(/C=N/n2cncn2)c1OCC#N
    1713	2065
CCc1ccccc1N1C(=O)c2ccccc2S1(=O)=O
    1603	2021
Cc1csc(SCC(=O)Nc2sccc2C(N)=O)n1
    1458	1553
CN(C)Cc1c(-c2ccc(Cl)cc2)nc2ccc(Cl)cn12
    1405	1563
NC(=O)N(CCC(=O)O)c1ccccc1
    1659	1692
Cc1ccccc1-c1cccc([C@@H]2C[C@H]3CN(Cc4cccnc4)C(=O)[C@]34CCCN24)c1
    1581	1994
COc1cccc(-c2nn(-c3ccccc3)cc2CN2CCCO2)c1
    1615	1764
CCc1ccc(Nc2nnc(SCC(=O)Nc3cccnc3Cl)s2)cc1
    1853	1916
N#Cc1nc(-c2ccc(F)cc2)oc1NCCCn1ccnc1
    1668	2051
Cc1nnn(C23CC4CC(CC(C(=O)NN)(C4)C2)C3)n1
    1667	1790
CCc1ccc(/C=N/NC(=O)c2c[nH]c3ccccc23)s1
    1436	1621
COc1ccc(C(=O)N/N=C/c2ccc(OC)c(CN3CCN(c4ccc(F)cc4)CC3)c2)cc1
    1336	1860
N#Cc1cc(Br)ccc1N=C1CCCN1c1ccccc1
    1537	1807
N#C/C(C(=O)NCc1ccccc1)=C1/N=C(NC(=O)c2cccs2)c2ccccc21
    1824	1966
O=C(N/N=C/C=C/c1ccco1)c1cccs1
    1571	1678
COc1cc(N2C(=O)c3ccccc3C2=O)c(Cl)cc1C(=O)OCC(=O)N(C)C
    1468	1860
COc1cc2c(=O)n(Cc3ccco3)c(=O)n(CC(=O)c3ccc(Br)cc3)c2cc1OC
    1440	1859
COc1cccc(-c2ccc(SCC(=O)c3ccccc3)nn2)c1
    1693	2021
Cc1ccc(C)c(NC(=O)COC(=O)CCC(=O)c2cccs2)c1
    1399	1920
CCCCCCC(=O)N/N=C1\CCCc2ccccc21
    1688	1996
Cc1ccc(C)c(S(=O)(=O)N2CCN(c3ncccn3)CC2)c1
    1492	1597
O=C(Nc1nnc(-c2ccccc2)o1)c1cc(Cl)sc1Cl
    1572	1940
COc1ccc(N2CCN(C(=O)c3ccccc3Br)CC2)c([N+](=O)[O-])c1
    1519	1672
Cc1cc(C(=O)COC(=O)CN=C2NS(=O)(=O)c3ccccc32)c(C)n1CCc1ccc(Cl)cc1
    1415	1575
Cc1ccccc1-n1nc(SCC(=O)O)sc1=S
    1330	1917
CC(=O)Nc1nc(C(F)(F)F)cs1
    1584	1609
O=S(=O)(c1cccc(NC(=S)N2CCN(c3ccccc3)CC2)c1)C(F)F
    1533	1616
O=C(c1ccc(C(F)(F)F)cc1)C1CCCN(C(=O)CCN2CCCO2)C1 (stereo not drawn)
    1490	1692
Fc1ccc(-n2nnc(-c3cccnc3)n2)cc1
    1647	2022
CCN1C(=O)/C(=C/c2ccc(OC)c(OC)c2)N=C1SCC(=O)NCc1ccco1
    1485	2012
O=C(NCCCO)c1ccc2[nH]c3ccccc3c2c1
    1493	1760
Cc1ccc(CC2CC(=O)N(c3nc4ccccc4s3)C2=O)cc1 (stereo not drawn)
    1417	1665
Cc1[nH]c(=O)[nH]c(=O)c1S(=O)(=O)N1CCC(C(=O)N2CCN(c3cccc(C(F)(F)F)c3)CC2)CC1
    1552	1807
Cn1c(SCC(=O)NNC(=O)Cc2ccccc2)nnc1-c1ccccc1
    1812	1932
CC(=O)c1c(C)[nH]c(C(=O)OCC(=O)c2c(N)n(C)c(=O)n(C)c2=O)c1C
    1414	1847
O=C(Nc1ccc(C(F)(F)F)cc1)c1csc(-c2ccncc2)n1
    1586	1728
S=C(NCc1ccccn1)Nc1ccccc1Cl
    1584	1908
CC(C)(C)C(=O)Nc1ccc(-c2nc3ccccc3c(=O)o2)cc1
    1416	1547
O=C(NN1C(=O)c2ccccc2NC1c1ccoc1)c1ccc([N+](=O)[O-])cc1 (stereo not drawn)
    1608	1738

More records:
The line under a structure holds: SRC3 TRFRET art	SRC1 TRFRET art
CCOCCCn1c(SCc2nc3sc(C(=O)O)c(C)c3c(=O)[nH]2)nnc1-c1ccc(Cl)cc1
    1667	1721
CCOc1cc(NC(=S)NCc2ccco2)c(OCC)cc1NC(=O)c1ccco1
    1469	1864
COc1ccc(C2CC(c3ccccc3)=NN2c2ccc(S(N)(=O)=O)cc2)cc1 (stereo not drawn)
    1648	1747
CNC(=S)NNC(=O)c1sc2cc(C(F)(F)F)cnc2c1-c1cccnc1
    1698	1707
COc1ccc2c(c1)CCc1c(C(=O)NCC(C)C)noc1-2
    1664	1893
CCCCC(=O)NS(=O)(=O)c1ccc(N=NN2CCCCC2)cc1
    1376	1665
CC1(c2ccccc2Cl)NC(=O)N(CC(=O)Nc2ccc3c(c2)OCO3)C1=O (stereo not drawn)
    1688	1878
COc1ccc(C2c3c(ccc4ccccc34)Oc3ncn4nc(-c5ccco5)nc4c32)cc1OC (stereo not drawn)
    1606	1541
COc1ccc(C(N)=S)c(OC)c1
    1450	1678
CC(=O)/C(=N\Nc1ccccc1Cl)Sc1cccc2cccnc12
    1639	1539

The list goes on, starting with the last 2 of the part before.
The line under a structure holds: SRC3 TRFRET art	SRC1 TRFRET art
COc1ccc(C(N)=S)c(OC)c1
    1450	1678
CC(=O)/C(=N\Nc1ccccc1Cl)Sc1cccc2cccnc12
    1639	1539
CCN(Cc1ccccc1)S(=O)(=O)c1nc2nc(C)c(C)c(C)n2n1
    1604	2001
COc1ccc(NC(=O)c2c(-c3ccccc3Cl)noc2C)c(OC)c1
    1567	1657
O=C(Nc1ccccc1)Nc1nnc(SCc2ccc(Cl)cc2)s1
    1595	2065
CCOC1=NS(=O)(=O)c2ccccc21
    1617	1569
COc1cc2c(=O)n(Cc3ccccc3)c(=O)n(CC(=O)NCC3CCCO3)c2cc1OC (stereo not drawn)
    1532	1663
COc1ccc(C(C#N)N2CCC(c3ccccc3)=N2)cc1OC (stereo not drawn)
    1501	1900
CC(=O)Nc1ccc(S(=O)(=O)N2CCSC2c2ccco2)cc1 (stereo not drawn)
    1742	1598
Cc1ccc(-c2csc3ncnc(Cl)c23)cc1
    1456	1814
O=C(NC(=S)Nc1cc(-c2nc3ccccc3[nH]2)ccc1Cl)c1ccc2c(c1)OCO2
    1557	1544
Cc1nc2oc3ccc(F)cc3c(=O)c2cc1C(=O)NC(C)(C)C
    1688	1948
O=C(NC1CCSC1=O)C1CCCCC1 (stereo not drawn)
    1444	1491
CCOc1ccc(S(=O)(=O)N(C)c2ccc(OCC(=O)NC3=NCCS3)cc2)cc1
    1708	1762
C/C(=N/NC(=O)c1ccc2nc[nH]c2c1)c1cccs1
    1553	1732
O=C(CCN1C(=O)c2ccccc2C1=O)CN1CCOCC1
    1484	2016
COc1ccc(/C=N/NC(=O)c2ccc(=O)[nH]n2)cc1OC
    1512	1699
COc1ccc(NC(=O)COC(=O)c2ccc([N+](=O)[O-])o2)cc1Cl
    1555	1876
CN(C)/C=C/C(=O)c1ccc(Oc2ccccc2)cc1
    1458	1819
Cc1cc(C)nc(NC2=NCCN2C(=S)Nc2c(C)cccc2C)n1
    1727	2035
COc1ccc(Br)cc1CNC(=O)C1CCN(C(=O)N(C)C)CC1
    1325	1643
OCC1(Cc2cccc(Cl)c2)CCCN(Cc2cnn(-c3ccccc3)c2)C1 (stereo not drawn)
    1648	1852
COc1nc(N/N=C/c2ccc(-c3ccccc3[N+](=O)[O-])o2)nc(N2CCOCC2)n1
    1697	1560
Cc1cc(C)cc(-n2c(C)cc(/C=N\NC(=O)COc3cccc4cccnc34)c2C)c1
    1479	1690
CCCCc1ccc(NC(=O)CSC2=C(C#N)C(c3ccco3)C3=C(CCCC3=O)N2)cc1 (stereo not drawn)
    1564	2004
Cc1ccc(/C=C2\SC(=S)N(C3CCS(=O)(=O)C3)C2=O)o1 (stereo not drawn)
    1670	1881
CCCCCCCn1c(C)nnc1-c1cnn(C)c1N
    1615	1753
O=C(O)CC(NC(=O)C12CC3CC(CC(C3)C1)C2)c1ccc2c(c1)OCO2 (stereo not drawn)
    1757	1792
COc1ccc(CCNC(=O)c2ccc(Cl)cc2)cc1OC
    1527	1770
N/C(Cc1ccc([N+](=O)[O-])cc1)=N\OC(=O)c1ccccc1F
    1366	1512
CC(=O)c1cccc(NC(=O)Nc2csc3c2CCCC3)c1
    1593	1902
Cc1ccc(N(CC(=O)NC2CCCC2)C(=O)c2ccc(C)s2)cc1
    1738	2114

Reformatted: results already given
molecule,SRC3 TRFRET art,SRC1 TRFRET art
CCCCCCCn1c(C)nnc1-c1cnn(C)c1N,1615,1753
COc1nc(N/N=C/c2ccc(-c3ccccc3[N+](=O)[O-])o2)nc(N2CCOCC2)n1,1697,1560
Cc1ccc(N(CC(=O)NC2CCCC2)C(=O)c2ccc(C)s2)cc1,1738,2114

(list continues)
The line under a structure holds: SRC3 TRFRET art	SRC1 TRFRET art
CC(=O)c1cccc(NC(=O)C2(c3ccccc3)CC2(Cl)Cl)c1 (stereo not drawn)
    1556	1723
O=C(Nc1ccccn1)c1onc2c1CCCC2
    1696	1851
CCn1c2ccccc2c2cc(CN3CCN(Cc4cc(OC)ccc4O)CC3)ccc21
    1805	1724
Cc1c(NC(=O)C(=O)/C=C(/O)c2ccccc2)c(=O)n(-c2ccccc2)n1C
    1389	1642
Cc1nc(NCc2ccco2)c(C#N)c2c1COC(C)(C)C2
    1358	1735
Cc1ccc(C(=O)NNC(=O)CSc2nnc(CNc3ccc(F)cc3)n2C)cc1
    1349	1631
CNC(=S)N/N=C(\C)c1ccc(C(C)(C)C)cc1
    1655	2062
O=C(CCc1ccccc1)NC(=S)Nc1ccccc1Br
    1559	1940
CCC(=O)NC(c1ccc(OC)cc1)c1c(O)ccc2ccccc12 (stereo not drawn)
    1577	1498
O=C(/C=C/c1ccco1)NC(=S)Nc1cc(-c2nc3ccccc3s2)ccc1Cl
    1539	1741
CC1Cc2ccccc2N1C(=O)c1cnc2ccccn2c1=O (stereo not drawn)
    1571	1705
CCOc1cc(/C=N/NC(=O)c2ccc(O)cc2)ccc1Oc1nc(Cl)ncc1F
    1632	2558*
O=C(CSc1ccc(Cl)cc1)NN=C1CCCCCC1
    1603	1712
COc1ccccc1NC(=O)CSCc1nc2ccccc2[nH]1
    1496	1630
COC(=O)Cc1ccc(NC(=S)N2CCN(C)CC2)cc1
    1587	1875
CN(CC(=O)NCc1ccco1)S(=O)(=O)c1ccc2c(c1)n(C)c(=O)c(=O)n2C
    1456	1967
COc1ccc(Nc2nc(N3CCCC3)c3ccccc3n2)cc1
    1479	1800
Cc1ccnc(NS(=O)(=O)c2ccc(NC(=O)c3ccc(S(=O)(=O)N(C)C)cc3)cc2)n1
    1676	1703
O=C(COc1ccc(Cl)cc1Cl)NN1C(=O)/C(=C\c2ccc(Cl)cc2)SC1=S
    1682	1622
Cn1/c(=N/NC(=O)c2cccc(OC(F)F)c2)sc2ccccc21
    1806	1784
O=C(Nc1cccc(C(F)(F)F)c1)c1scc2c1OCCO2
    1756	2013
COc1ccc2nc(SCc3ccccc3)nc(C)c2c1
    1702	1914
CCOC1OC2C(CO)OC(n3cnc4c(N)ncnc43)C2O1 (stereo not drawn)
    1561	1859
CC1CC(C(F)(F)F)n2ncc(C(=O)O)c2N1 (stereo not drawn)
    1484	1552
NC(=O)CS(=O)(=O)c1ccc(Cl)cc1
    1687	2081
Nc1ccc2c(c1)CC(=O)c1ccccc1S2
    1544	1741
COc1ccc(-c2[nH]ncc2CN(C)CCc2c(C)n[nH]c2C)c(F)c1
    1676	1639

A few values from the list.
SRC3 TRFRET art with `Cc1cc(C)cc(-n2c(C)cc(/C=N\NC(=O)COc3cccc4cccnc34)c2C)c1` stands at 1479
SRC1 TRFRET art with `COc1ccccc1NC(=O)CSCc1nc2ccccc2[nH]1` stands at 1630
SRC3 TRFRET art with `CC(=O)/C(=N\Nc1ccccc1Cl)Sc1cccc2cccnc12` stands at 1639
SRC3 TRFRET art with `CCN(Cc1ccccc1)S(=O)(=O)c1nc2nc(C)c(C)c(C)n2n1` stands at 1604

High-throughput results: PubChem BioAssay, The Scripps Research Institute Molecular Screening Center
